Screening results as filed in PubChem.
ABHD5-PLIN5 inh: inhibitors of human ABHD5-perilipin-5 interaction; 0.78% of 360,000 active; Split G. princeps luciferase complementation, luminescence, 4 h; Q00G26+Q8WTS1; inhibition, % at 4 µM;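 active means inhibition above the mean inhibition across every tested compound plus 3 SD, cut at about 22% in these data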;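 further: 0% = DMSO only wells and the 100% control is not disclosed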
MC4R ag barr: agonists of human melanocortin 4 receptor (MC4R) beta-arrestin; P32245; U2OS MC4R beta-arrestin complementation, luminescence; percent of melanotan II response, DMSO zero; activation, % at 8.9 µM; 0.98% of 360,000 active; AID 540308;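 active means activation above a per-plate cutoff, the mean activation of sample wells on that plate plus 3 SD, cut at about 8% in these data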
MC4R antag cAMP: human MC4R antagonism in cAMP assay; MC4R-expressing cells, MTII-stimulated cAMP, LANCE TR-FRET; inhibition, % at 6.5 µM; 0.48% of 360,000 active;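 active means inhibition above its plate's cutoff, the mean of tested wells on that plate plus 3 SD, cut at about 29% in these data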;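 further: 0% = Melanotan II alone and 100% = Melanotan II plus saturating MCL0020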
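Assay system: U2OS-MC4R stable cell line; Also added: Melanotan II; Technique: Eu-cAMP/anti-cAMP TR-FRET, emission 671 nm; Times: 30-min compound, 1-h challenge, 1-h detection, room temperature.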
TLR9-MyD88 inh: blocks human TLR9 binding to MyD88 | inhibition, % at 4.98 µM | AID 504734 | CHO BLA complementation TLR9-MyD88, CCF4 FRET ratio | Q9NR96+Q99836 | 0.21% of 340,000 active;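 active means inhibition above the mean over all tested compounds plus 3 SD, cut at about 21% in these data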;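 further: 0% = DMSO only wells and 100% = clavulanate BLA inhibitor control wells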
NCOA1 inh: inhibitors of human steroid receptor coactivator 1 (SRC1); 0.12% of 360,000 active; inhibition, % at 3.6 µM; Q15788; HEK293 GAL4-SRC1 luciferase reporter, luminescence; AID 588354;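 active means inhibition above the campaign mean plus 3 SD, with each screening campaign given its own cutoff, cut at about 60% in these data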;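 further: 0% = DMSO treated cells and 100% = gossypol at 36 µM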
NR2F2 inh: inhibitors of human COUP-TFII (NR2F2). HEK293T NGFI-A luciferase reporter, luminescence. inhibition, % at 8.6 µM. P24468. AID 686940. 0.7% of 370,000 active;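 active means inhibition above a per-plate cutoff, mean inhibition of test wells between control levels plus 3 SD, cut at about 38% in these data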;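 further: cells cotransfected with COUP-TFII expression vector driving the NGFI-A reporter; 0% = median of COUP-TF2 test wells and 100% = reporter-only cells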
NR5A2 inv ag: suppresses constitutive activity of human LRH-1; O00482; HEK293T StAR-luciferase reporter, LRH-1 transfected, 24 h; inhibition, % at 3.6 µM; 0.13% of 360,000 active;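 active means inhibition above the mean inhibition of all tested compounds plus 3 SD, cut at about 73% in these data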;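 further: 0% = DMSO wells and 100% = reporter-only cells lacking LRH-1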
NOD2-RIPK2 inh: blocks binding of human NOD2 to RIPK2 | inhibition, % at 4.98 µM | CHO BLA complementation NOD2-RIPK2, CCF4 ratio | 0.38% of 360,000 active | O43353; in the data active means inhibition above about 21%;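 further: 0% = vehicle only and 100% = reference blocker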
SRC2 inh: inhibits human steroid receptor coactivator 2; Q15596; HEK293 GAL4-SRC2 luciferase reporter, luminescence; inhibition, % at 9 µM; 0.17% of 370,000 active;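 active means inhibition above the mean inhibition of all tested compounds plus 3 SD, set per campaign, cut at about 52% in these data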;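 further: 0% = DMSO treated cells and 100% = cells given Gossypol at 36 µM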
LMP1 NFkB inh: inhibitors of Epstein-Barr LMP1-induced NF-kappaB reporter | LMP1-induced NF-kappaB luciferase reporter cells, luminescence | inhibition, % at 12.5 µM | 0.69% of 350,000 active; in the data active means inhibition above about 41%;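 further: 0% = neutral control wells and 100% = reference inhibitor control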
SRC3 inh: inhibitors of human steroid receptor coactivator 3 (SRC3) | inhibition, % at 3.6 µM | AID 588352 | Q9Y6Q9 | HEK293 GAL4-SRC3 luciferase reporter, luminescence | 0.17% of 360,000 active;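 active means inhibition above a per-campaign cutoff, the mean of all compounds plus 3 SD, cut at about 60% in these data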;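 further: 0% = DMSO-treated cells and 100% = gossypol-treated cells at 36 µM; higher means less SRC3-driven luciferase light from the GAL4 reporter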
* = called active by the depositor; . = not tested or not shown.

No.	ABHD5-PLIN5 inh	MC4R ag barr	MC4R antag cAMP	TLR9-MyD88 inh	NCOA1 inh	NR2F2 inh	NR5A2 inv ag	NOD2-RIPK2 inh	SRC2 inh	LMP1 NFkB inh	SRC3 inh	SMILES
1	-2	0.4	4	4	5	16	-14	-6	-14	-1	16	Cc1cc(C)nc(SCc2cc(=O)c(OC(=O)c3ccco3)co2)n1
2	-2	-1.0	5	0	1	-5	8	-7	1	11	-1	CCN(C(=O)Cc1cccs1)c1nnc(-c2cc(OC)c(OC)c(OC)c2)s1
3	-3	0.7	11	7	-7	7	14	-3	10	-9	13	Cc1cc(C)n2c(SCCO)nnc2n1
4	4	-0.8	3	-7	-38	-2	-6	-1	-37	0	-7	CCCCC(=O)N/N=C(\C)CC(=O)Nc1ccccc1Br
5	-2	0.2	-4	-9	-6	2	-11	-5	-2	-2	-3	CC(C)CN(C(=O)Cn1nnc(-c2ccc(F)cc2)n1)C1CCS(=O)(=O)C1 (stereo not given)
6	-2	-0.6	-3	-1	7	7	13	10	18	-1	-11	Cc1ccc(S(=O)(=O)N2CCC(C(=O)OCC(=O)N(CCC#N)c3ccc(F)cc3)CC2)cc1C
7	-6	-0.6	4	-1	-109	-55	-135	-6	-35	-16	-79	COc1ccc(-c2noc(-c3ccc(C)cc3)n2)cc1
8	-5	-0.9	-4	4	-10	-8	9	-2	-6	0	21	Cc1cc(C)cc(OCC(=O)N/N=C\c2cn(C)nc2C)c1
9	-1	-0.7	5	8	-8	-3	6	0	-28	1	-24	CCOC(=O)CSc1nnc(-c2cccnc2)o1
10	-6	-0.1	2	-5	-3	9	10	-3	-13	6	6	CCN(Cc1nc2cc(Cl)ccc2c(=O)[nH]1)C(=O)c1cc(C2CC2)nn1-c1ccccc1
11	6	-2.3	3	7	-7	-7	-4	13	-10	-5	3	Cc1cccc(NC(=O)c2cc(C)nc3ccccc23)c1
12	2	-1.7	-1	2	10	-1	5	-2	5	-7	4	C/C(=N\NC(=O)c1cccc(N/N=C(\C)c2ccc([N+](=O)[O-])cc2)c1)c1ccc([N+](=O)[O-])cc1
13	-32	-1.9	5	7	-37	6	-5	1	-21	-18	-14	Cc1cc2nn(-c3cccc4ccccc34)nc2cc1N
14	15	1.6	10	1	6	-2	20	-7	-11	16	-2	Cc1oc(-c2ccccc2)cc1C(=O)Nc1cccc(/C=C\C(=O)O)c1
15	-12	3.8	24	-7	-8	19	18	7	27	-10	10	Fc1ccc(NC(=S)Nc2cc(-c3ccccc3)[nH]n2)cc1Cl
16	2	-2.9	4	8	23	-20	13	-4	-1	-1	5	Cc1noc(C)c1S(=O)(=O)Nc1ccccc1N1CCOCC1
17	-1	-0.8	4	0	-54	-15	10	-2	-2	3	1	Cc1cccc(NC(=O)C23CCC(C)(/C(=N/O)C2)C3(C)C)c1 (stereo not given)
18	5	0.5	-2	-4	-4	-15	-12	-1	0	-5	-1	O=S(=O)(NC(CO)Cc1ccccc1)c1cc(Cl)ccc1F (stereo not given)
19	3	-1.2	3	0	-4	11	7	-20	12	2	3	CC(OC(=O)Cn1ccccc1=O)C(=O)Nc1cc(Cl)cc(Cl)c1 (stereo not given)
20	-2	0.1	9	0	-28	-3	-5	-3	-22	1	6	CCNC(=S)N1CCN(C(=O)c2ccco2)CC1
21	7	2.2	2	-6	-1	-3	10	-7	13	8	-24	COC(=O)c1ccc(NC(=O)CCN2CCN(c3ccccc3)CC2)cc1
22	1	-2.4	-7	-3	7	-2	-13	-2	8	-2	13	COc1ccccc1CNCC(=O)Nc1ccc(N2CCOCC2)cc1
23	-3	-3.3	2	-8	-4	7	-9	3	10	-9	18	CCCCS(=O)(=O)N1CCN(S(=O)(=O)c2ccc(Cl)s2)CC1
24	-3	3.7	6	-6	-100	-22	-113	1	-64	-41	-74	N#C/C(=C\c1ccco1)c1nc2ccccc2s1
25	1	-2.5	1	7	10	1	17	-2	-12	-5	6	O=C(CCCn1c(SCC(=O)c2ccccc2)nc2ccccc2c1=O)NCC1CCCO1 (stereo not given)

In a second layout: four of the compounds above
The line under a structure holds: ABHD5-PLIN5 inh, MC4R ag barr, MC4R antag cAMP, TLR9-MyD88 inh, NCOA1 inh, NR2F2 inh, NR5A2 inv ag, NOD2-RIPK2 inh, SRC2 inh, LMP1 NFkB inh, SRC3 inh
16) Cc1noc(C)c1S(=O)(=O)Nc1ccccc1N1CCOCC1
→ 2, -2.9, 4, 8, 23, -20, 13, -4, -1, -1, 5
17) Cc1cccc(NC(=O)C23CCC(C)(/C(=N/O)C2)C3(C)C)c1 (stereo not given)
→ -1, -0.8, 4, 0, -54, -15, 10, -2, -2, 3, 1
18) O=S(=O)(NC(CO)Cc1ccccc1)c1cc(Cl)ccc1F (stereo not given)
→ 5, 0.5, -2, -4, -4, -15, -12, -1, 0, -5, -1
19) CC(OC(=O)Cn1ccccc1=O)C(=O)Nc1cc(Cl)cc(Cl)c1 (stereo not given)
→ 3, -1.2, 3, 0, -4, 11, 7, -20, 12, 2, 3

The listing picks up, starting 4 compounds before the break.
No.	ABHD5-PLIN5 inh	MC4R ag barr	MC4R antag cAMP	TLR9-MyD88 inh	NCOA1 inh	NR2F2 inh	NR5A2 inv ag	NOD2-RIPK2 inh	SRC2 inh	LMP1 NFkB inh	SRC3 inh	SMILES
22	1	-2.4	-7	-3	7	-2	-13	-2	8	-2	13	COc1ccccc1CNCC(=O)Nc1ccc(N2CCOCC2)cc1
23	-3	-3.3	2	-8	-4	7	-9	3	10	-9	18	CCCCS(=O)(=O)N1CCN(S(=O)(=O)c2ccc(Cl)s2)CC1
24	-3	3.7	6	-6	-100	-22	-113	1	-64	-41	-74	N#C/C(=C\c1ccco1)c1nc2ccccc2s1
25	1	-2.5	1	7	10	1	17	-2	-12	-5	6	O=C(CCCn1c(SCC(=O)c2ccccc2)nc2ccccc2c1=O)NCC1CCCO1 (stereo not given)
26	-4	-0.9	20	-3	4	-11	-24	-8	-5	-1	-3	CCCN(CC#CC(O)(c1ccccc1)c1cccnc1)CCC (stereo not given)
27	4	0.0	16	-12	-4	24	9	-11	-13	2	-13	O=C(Nc1nccs1)C1CCCN1S(=O)(=O)c1ccc(Cl)cc1 (stereo not given)
28	1	-1.2	3	0	2	9	-9	-2	12	1	4	CC1S/C(=C(\C#N)C(=O)NCc2ccco2)N(c2ccc(F)cc2)C1=O (stereo not given)
29	1	0.1	-5	.	6	4	12	-2	0	.	-11	NC(c1csc(Nc2cc(NCCCO)ncn2)n1)c1ccccc1Cl (stereo not given)
30	-2	2.0	8	-14	5	-6	-19	4	-1	2	-16	CCOC(=O)N1CCC(N2Cc3cccc(C(=O)Nc4ccc(F)cc4)c3C2=O)CC1
31	15	-0.2	0	6	8	-1	4	-6	-8	2	16	COc1ccccc1-n1c(CNC(=O)c2ccco2)nnc1SCC(=O)Nc1nccs1
32	3	16*	5	-9	-29	.	-14	4	.	-4	-2	CCn1cc([N+](=O)[O-])c(C(=O)N2N=C(c3ccc4ccccc4c3)CC2c2cc(Br)ccc2O)n1 (stereo not given)
33	0	-1.6	3	1	-3	-5	5	0	-3	-6	9	NC(=O)CCS(=O)(=O)c1ccc(Cl)cc1
34	2	-0.9	6	7	-14	1	10	-5	15	-7	-9	O=C1CC(N2CCN(S(=O)(=O)c3cccc(C(F)(F)F)c3)CC2)C(=O)N1Cc1ccccc1 (stereo not given)
35	44*	-1.3	8	0	-2	.	3	7	.	-8	-11	C#CCOCCOCCOCCNc1nc(N2CCN(C(=O)CCCCCCCCCCNC(=O)[C@H](CCCCN)n3cc(C)nn3)CC2)nc(N2CCN(C(=O)CCCCCCCCCCNC(=O)[C@@H]([C@H](C)O)n3cc(C)nn3)CC2)n1
36	-2	-3.1	2	5	-40	-21	-11	-4	-36	-3	5	COc1cc(-c2nc3cccc(C)n3c2NCC2CCCO2)ccc1O (stereo not given)
37	10	-0.8	0	.	11	-2	11	12	8	.	11	OCCCNc1ncnc2c1ncn2[C@H]1CN(Cc2ccc(Cl)cc2)C[C@@H](CO)O1
38	-2	-1.1	5	6	-24	0	-43	-7	-17	-25	7	COc1ccc(C(CNC(=O)c2ccc(S(=O)(=O)N3CCOCC3)cc2)N2CCCCC2)cc1 (stereo not given)
39	5	-0.4	-26	8	-102	-118	0	8	-29	-16	-81	CC(/C=N/NC(=O)c1n[nH]c2c1CCC2)=C\c1ccccc1
40	-3	-0.7	1	-4	-10	-5	11	7	-27	-5	8	O=C(c1cccc(Cl)c1)N1CCC(=O)N(C(CO)Cc2ccccc2)CC1 (stereo not given)
41	1	0.7	-6	-3	-1	-11	10	-15	13	-19	10	Cc1cccc(Cn2c(N3CCN(CCO)CC3)nc3c2c(=O)[nH]c(=O)n3C)c1
42	0	-0.3	9	-1	-3	5	6	-1	1	-15	2	Cc1ccc(OCc2nc(C#N)c(NCc3ccco3)o2)cc1

Some of the entries so far, with two lines to a compound.
Fields: ABHD5-PLIN5 inh, MC4R ag barr, MC4R antag cAMP, TLR9-MyD88 inh, NCOA1 inh, NR2F2 inh, NR5A2 inv ag, NOD2-RIPK2 inh, SRC2 inh, LMP1 NFkB inh, SRC3 inh
30	CCOC(=O)N1CCC(N2Cc3cccc(C(=O)Nc4ccc(F)cc4)c3C2=O)CC1
→ -2, 2.0, 8, -14, 5, -6, -19, 4, -1, 2, -16
15	Fc1ccc(NC(=S)Nc2cc(-c3ccccc3)[nH]n2)cc1Cl
→ -12, 3.8, 24, -7, -8, 19, 18, 7, 27, -10, 10

Not all compounds are listed (hit frequency here may not be typical).
